Vif-APOBEC3F blk: blocks the Vif interaction with APOBEC3F. HeLa A3F-eYFP + Vif (tagged APOBEC3F with the HIV-1 protein that degrades it), YFP fluorescence increase. Potency, µM (doses to about 46.1 µM), without a hit: at the top dose activity, negative = active. hit rate 0.2% among 390,000. AID 602313; further: potency means the concentration at half of the fitted maximal effect; % of control where 0% means no effect; nearly all actives have a fitted effect of over 65% in size
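HeLa cells stably expressing A3F-eYFP plus Vif, plated and incubated overnight at 37 deg C, then exposed to compounds overnight at 37 deg C. Blocked degradation read as raised yellow fluorescence (Ex 488/Em 500-530).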
RGS4 inhibitor: human RGS4 inhibition. P49798. hit rate 0.039% among 390,000. Transcreener GDP fluorescence polarization, RGS4-accelerated GTP hydrolysis. Potency, µM (doses to about 114 µM), for the others: top-dose activity change, negative = inhibition, most hits filed as inhibitors; further: potency means the concentration at half of the fitted maximal effect; on the % scale 0 is the no-effect control and ±100 the full control effect; nearly all actives have a fitted effect of over 75% in size; some results filed as inactive show a strong effect at the top dose
Target sequence (P49798 whole entry, looked up): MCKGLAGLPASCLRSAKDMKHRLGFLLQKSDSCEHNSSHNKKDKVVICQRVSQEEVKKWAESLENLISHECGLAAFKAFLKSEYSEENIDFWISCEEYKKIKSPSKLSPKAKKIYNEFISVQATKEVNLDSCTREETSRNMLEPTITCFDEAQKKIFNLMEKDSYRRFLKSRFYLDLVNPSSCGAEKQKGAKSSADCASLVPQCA
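MLSMR compounds (23 nl, pin-transferred) preincubated 10 min at room temperature with a 500nM (2x) first reagent, then RGS4 at 900nM (2x) plus Transcreener GDP mix added; fluorescence polarization (620/688 nm) read before and after 90 min at 30 °C.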
LDHA block: LDHA (human) enzyme inhibition. purified LDHA, NADH/diaphorase-resazurin fluorescence; stronger effect = lower value. hit rate 0.15% among 480,000. activity change, % (values are at about 110 or 230 µM). P00338; in the data active means activity change below about -30%; inconclusive means mostly about -25% to -30%;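 further: plate controls were DMSO wells for no effect and wells without enzyme for full effect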
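Human LDH5 (2 nM) was incubated with 0.06 mM NADH and 0.2 mM pyruvate for 5 min at room temperature in Tris pH 7.4. Remaining NADH was coupled through diaphorase/resazurin, and resorufin fluorescence was read at 0 and 20 min.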
USP1-UAF1 inh: USP1/UAF1 (human) deubiquitinase inhibition; O94782; recombinant USP1/UAF1, Ub-Rhodamine cleavage fluorescence; Potency, µM (series often up to 57.1 µM), without a hit: at the top dose activity change, negative = inhibition, actives largely listed as inhibitors; hit rate 0.23% among 390,000; AID 743255; further: potency means the concentration at half of the fitted maximal effect; on the % scale 0 is the no-effect control and ±100 the full control effect; nearly all actives have a fitted effect of over 60% in size; inactives centre near -12
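1 nM enzyme complex + cpd, 15 min RT; start with Ub-Rho 150nM final; kinetic fluorescence ex 480/em 540, 6 reads q60 s. Buffer 50mM HEPES pH 7.8, 0.5mM EDTA, 0.1 mg/ml BSA, 1mM TCEP, 0.01% Tween-20.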
TrxR1 substrate: is turned over as a substrate by rat TrxR1. Potency, µM (series often up to 114 µM), for the others: at the top dose activity change, negative = substrate turnover. O89049. purified TrxR1 substrate turnover, NADPH consumption readout. hit rate 0.01% among 390,000; further: potency means the concentration at half of the fitted maximal effect; on the % scale 0 is the no-effect control and ±100 the full control effect; nearly all actives have a fitted effect of over 50% in size
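Rat TrxR1, dispensed at 90 nM, was prereduced with 400 uM NADPH (final) for 5 min at ~22 deg C, then incubated with compound 15 min before 400 uM selenite. A first-read NADPH fluorescence drop versus no-compound background flagged substrates.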
TrxR1 inh: blocks rat thioredoxin reductase 1; O89049; recombinant rTrxR1, NADPH fluorescence consumption, selenite substrate; Potency, µM (highest dose often 114 µM), for the others: at the top dose activity change, negative = inhibition, actives largely listed as inhibitors; hit rate 1% among 390,000; AID 588453; further: potency means the concentration at half of the fitted maximal effect; on the % scale 0 is the no-effect control and ±100 the full control effect; nearly all actives have a fitted effect of over 65% in size
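Rat TrxR1 (90 nM in the dispensed reagent) was pre-reduced with 400 uM NADPH for 5 min at room temperature, then incubated with compound for 15 min. After 400 uM selenite was added, NADPH fluorescence (Ex 340/Em 450 nm) was followed for 8 min.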
GRP78 ERSR act: inducers of ER stress response in human glioma cells. U87-MG GRP78 promoter luciferase reporter, 16 h. hit rate 0.02% among 420,000. Potency, µM, inactives show top-dose activation, usual class: activators. AID 602332; further: potency means the concentration at half of the fitted maximal effect; series mostly up to about 76 µM; % of control where 0% means no effect; nearly all actives have a fitted effect of over 35% in size
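Stably transfected U87-MG human glioma cells carrying a GRP78-based luminescent sensor were seeded at 1000 cells/well, pin-dosed with compounds and incubated 16 h. Luciferase reagent was then added, and end-point luminescence was read after 10 min at room temperature.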
Vif-A3G inh: Vif-A3G binding inhibition; AID 602310; Potency, µM (titrated, usually from 46.1 µM), for the others: at the top dose activity, negative = active, most hits filed as inhibitors; Q9HC16; HeLa A3G-eYFP + Vif (tagged APOBEC3G with the HIV-1 protein that degrades it), YFP fluorescence, overnight; hit rate 0.076% among 410,000;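 further: potency means the concentration at half of the fitted maximal effect; on the % scale 0 is the no-effect control and ±100 the full control effect; nearly all actives have a fitted effect of over 60% in size; hits raise eYFP signal because A3G escapes Vif-driven loss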
Target sequence (Q9HC16 whole entry, looked up): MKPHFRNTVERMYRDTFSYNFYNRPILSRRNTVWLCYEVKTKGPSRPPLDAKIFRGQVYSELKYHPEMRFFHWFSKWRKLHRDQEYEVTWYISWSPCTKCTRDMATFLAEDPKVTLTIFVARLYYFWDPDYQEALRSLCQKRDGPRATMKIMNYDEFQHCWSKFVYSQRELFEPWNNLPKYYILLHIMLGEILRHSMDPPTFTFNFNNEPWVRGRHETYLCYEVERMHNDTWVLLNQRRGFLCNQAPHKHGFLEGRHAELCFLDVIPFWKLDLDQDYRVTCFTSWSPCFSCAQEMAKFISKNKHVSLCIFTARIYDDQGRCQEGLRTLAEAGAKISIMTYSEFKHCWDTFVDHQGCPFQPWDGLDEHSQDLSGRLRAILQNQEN
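Read-out is eYFP fluorescence (Ex 488/Em 500-530) from Vif-expressing HeLa A3G-eYFP cells; more signal means A3G escaped Vif-mediated degradation. Cells plated overnight, compound pinned in, incubated overnight at 37 deg C.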
mIDH1 inhibitor: inhibitors of human mutant IDH1 R132H. IDH1-R132H enzyme, NADPH consumption, diaphorase/resazurin fluorescence. Potency, µM (doses to about 76.6 µM), for the others: top-dose activity change, negative = inhibition, usual class: inhibitors. hit rate 0.093% among 390,000. AID 602179; further: potency means the concentration at half of the fitted maximal effect; on the % scale 0 is the no-effect control and ±100 the full control effect; nearly all actives have a fitted effect of over 65% in size
Target sequence (O75874 whole entry R132H, stated change not applied): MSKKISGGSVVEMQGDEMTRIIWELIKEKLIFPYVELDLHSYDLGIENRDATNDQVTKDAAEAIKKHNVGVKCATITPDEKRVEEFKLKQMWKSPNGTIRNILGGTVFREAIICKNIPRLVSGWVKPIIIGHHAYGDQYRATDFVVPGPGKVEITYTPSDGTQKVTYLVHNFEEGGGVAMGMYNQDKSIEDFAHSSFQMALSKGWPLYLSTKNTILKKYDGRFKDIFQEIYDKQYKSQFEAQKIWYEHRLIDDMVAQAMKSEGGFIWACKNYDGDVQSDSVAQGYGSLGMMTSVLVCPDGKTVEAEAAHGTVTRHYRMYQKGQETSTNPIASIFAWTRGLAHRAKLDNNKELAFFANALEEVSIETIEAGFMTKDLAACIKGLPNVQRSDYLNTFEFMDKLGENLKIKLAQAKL
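IDH1-R132H (0.5 ug/mL dispensed) in pH 7.5 Tris buffer was preincubated 30 min with compound, then given a substrate mix of 0.016 mM NADPH and 2 mM alpha-KG for 80 min at room temperature; remaining NADPH was read by diaphorase/resazurin fluorescence.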
An asterisk follows results filed as active; ? = inconclusive; / = not tested or not shown; & = joins results of further samples; ! = not active in a repeat; [ ] = dose if it differs, or a comment. Unless noted, the call rests on the fitted dose curve; in most records, active means well fitted curve in the direction sought with a large enough effect; inconclusive means small, poorly fitted or top-dose-only effect, or another doubt; inactive means no such curve, though single readings can be large; an effect the other way counts as inactive or inconclusive.

#	Compound	Vif-APOBEC3F blk	RGS4 inhibitor	mIDH1 inhibitor	GRP78 ERSR act	LDHA block	USP1-UAF1 inh	Vif-A3G inh	TrxR1 substrate	TrxR1 inh
1	CCOC(=O)C(=NCC1CCCO1)NNc1cc(Cl)ccc1Cl (stereo not drawn)	-1%	-8%	0%	-4%	-10	-10%	-10%	-2%	11%
2	CCOC(=O)C1=C(C)NC(=O)NC1c1ccco1 (stereo not drawn)	-2%	1%	2%	-4%	-7	-8%	0%	7%[57.1 µM]	-15%[57.1 µM]
3	CCOC(=O)c1ccc(NC(=O)CSc2nc3c(c(=O)n2CC)SC(C)C3)cc1 (stereo not drawn)	-2%	1%	-4%	-1%	-2	-25%	-1%	4%[57.1 µM]	11%[57.1 µM]
4	COc1ccc(C2CC(c3ccccc3)Oc3cc4c(cc32)OCO4)cc1 (stereo not drawn)	/	-13%&29%	/	-2%&-2%	/	/	1%&-3%	-8%&-3%	-16%
5	Cc1cc(C)nc(NC(=S)Nc2cccc(F)c2)c1	8%	-21%	1%	0%	-6	-20%	4%	-22%[57.1 µM]	4%[57.1 µM]
6	CCNc1nc(NC(C)C)nc(OCCOC(=O)Nc2ccccc2)n1	0%	-8%	-2%	3%	1	?	0%	3%	17%
7	Cc1cc(C)c2c(NC(=S)Nc3ccccc3)n[nH]c2n1	5%	-44%	11%	-1%	-5	-9%	2%	7%[57.1 µM]	-66%
8	Cc1c(Br)c([N+](=O)[O-])nn1CC(=O)NCc1cccnc1	3%	-5%	-2%	-3%	3	-8%	2%	-6%	10%
9	COc1cc(NC(=O)CSc2ccc(-c3ccccn3)nn2)cc(OC)c1	-14%	-9%&-7%	2%	-3%	-3&-4	?	-22%	0%&-1%	6%&3%
10	CN1CCN(CC(=O)Nc2ccc(Cl)cc2Cl)CC1	9%	15%	6%	0%	-3	4%	-1%	10%	32%
11	CC(C)CC(=O)N/N=C/c1c(N)n(C)c(=O)n(C)c1=O	17%	2%	22%	-3%	-10	-1%	2%	2%[57.1 µM]	-8%[57.1 µM]
12	O=S(=O)(NCCc1csc(-c2cccnc2)n1)c1cccc(F)c1	3%	2%	2%	-1%	-2	-21%	-1%	-2%	-7%
13	COc1ccc2c(CCNC(=O)Nc3ccccc3)c[nH]c2c1	1%	8%	0%	-2%	-5	1%	-1%	5%[57.1 µM]	7%[57.1 µM]
14	COc1ccc(OC)c([C@@H]2OCCC=C[C@H]2C)c1	2%	-11%	14%	-3%	0	-31%	4%	8%	13%
15	Cc1nn(Cc2c(F)c(F)c(F)c(F)c2F)c(C)c1NC(=O)c1ccc(COc2ccccc2Cl)o1	-2%	-7%	4%	-2%	3	-20%	-5%	-9%	-7%
16	C/C(=N\Nc1ccc(Cl)cc1)c1ccncc1	-13%	18%	19%	-6%	-1	-20%	0%	-8%	1%[57.1 µM]
17	O=C(O)/C=C/C(=O)Nc1cccc2c1-c1ccccc1C2=O	-15%	?	3%	-7%	-2	-16%	?	-4%[11.4 µM]	-36%[57.1 µM]
18	CCn1c(-c2ccc(C)cc2)nn(CC(=O)NCCc2ccccc2)c1=S	-14%	-7%	3%	-5%	-2	5%	5%	-5%	12%[57.1 µM]
19	O=C1CCC/C(=N\NC(=O)c2ccc(COc3ccccc3-c3ccccc3)cc2)C1	-12%	8%	-2%	9%	-1	-24%	-2%	-10%	-10%
20	COc1ccccc1NS(=O)(=O)c1ccc(C(=O)NCc2ccncc2)cc1	4%	6%	1%	-4%	-6	-23%	4%	1%	24%
21	O=C(O)Cc1c[nH]c2ccc(O)cc12	4%	21µM*!	9%	-2%&-9%	1	?	1%	23%[57.1 µM]	11µM*!
22	COc1ccc(C(C)=O)cc1CSc1nnc(Nc2ccccc2)s1	4%	-28%	7%	-6%	-2	-11%	-8%	-1%	-10%
23	CC1(C)CC2CC(C)(CN2C(=O)COC(=O)c2cc(Cl)cc(Cl)c2N)C1 (stereo not drawn)	0%	-5%	0%	-4%	0	-3%	0%	76%[activator]	40%[activator]
24	O=C(CCNC(=O)c1ccc(Br)cc1)NCCCc1ccccc1	-6%	-14%	2%	1%	-5	-18%	1%	-4%	-8%
25	COc1ccc(/C=C2\SC(=S)N(CCC(=O)Nc3ccc(C(=O)O)cc3)C2=O)cc1	-2%	?	3%	-2%	1	-4%	-3%	-8%	13%
26	Cc1ccc(C)c(C(=O)COC(=O)c2c(-c3ccccc3)noc2C)c1	-5%	28%	1%	-4%	-3	-3%	-2%	-4%	6%
27	COc1ccc(N2CCN(C(=O)COC(=O)c3ccco3)CC2)cc1	-6%	8%	-1%	-4%	0	1%	0%	-1%	6%
28	CCN1C(=O)c2ccccc2S(=O)(=O)c2ccc(C(=O)NCc3ccc(C)cc3)cc21	-5%	-27%	5%	-3%	-4	-19%	-3%	-1%	21%
29	O=C(O)c1cc(-c2cccc(Cl)c2)nc2nc(N3CCCCC3)sc12	0%	3%	2%	3%	0	-26%	-13%	572%[activator]	?
30	CC1=C(C(=O)N(C)C)CC(CC(=O)NC(c2ccccc2)c2ccccc2)C(=O)N1Cc1ccc(F)cc1 (stereo not drawn)	8%	/	-5%	1%	-3	?	-3%	/	/
31	CC(CN1CCN(C)CC1)OC(=O)c1ccc(Cl)cc1Cl (stereo not drawn)	-13%	12%	1%	-4%	-7	8%	-4%	-3%	18%
32	CN1C(=O)[C@H]2[C@@H](/C=C/c3ccccc3)N3C(=O)CN(Cc4ccc(-c5ccccc5)cc4)C(=O)[C@@]3(C)[C@H]2C1=O	2%	-5%	1%	-1%	1	-23%	-12%	-2%	15%
33	O=C1c2cccnc2C(=O)N1c1nc(-c2ccccc2)cs1	/	/	/	5%	-1	/	-3%	10%	7%[0.0914 µM]
34	CC(NC(=O)C1CCN(C(=O)c2ccc(F)cc2)CC1)c1ccc(S(N)(=O)=O)cc1 (stereo not drawn)	5%	-16%	1%	-3%	-2	?	0%	-6%[57.1 µM]	12%[57.1 µM]
35	COc1cc(C(=O)NC2=NCCS2)ccc1OCc1c(C)noc1C	-2%	11%	-2%	-4%	-3	1%	0%	-12%	-15%
36	CC(=O)c1ccc(NC(=O)CSc2nnc(NC(=O)CN3CCOCC3)s2)cc1	0%	-12%	-3%	-1%	0	-14%	-2%	8%[57.1 µM]	19%
37	Cc1nc2c(C)cccc2c(SC(=N)N)c1CC=C(Cl)Cl	0%	-17%	1%	-3%	6	1%	3%	-1%	-31%
38	COc1ccccc1CNC(=O)c1cc2c(=O)n(Cc3cccs3)ccc2nc1C	-1%	19%	19%	-4%	-4	1%	-6%	9%[57.1 µM]	2%[57.1 µM]
39	O=C(O)c1cnc(-c2ccccc2)nc1Sc1cccc(Cl)c1	3%	-14%[56.9 µM]	-5%	0%	-22	-23%	0%	-2%	7%
40	COC(=O)c1sccc1NC(=S)N1CCN(c2cc(C)ccc2C)CC1	10%	19%	3%	-3%	-2	-4%	-17%	2%[57.1 µM]	8%
41	Cc1ccc(S(=O)(=O)N(CC(=O)NCc2ccc(F)cc2)C(=O)N2CCN(C)CC2)cc1	0%	2%	-3%	-5%	-8	3%	-4%	2%	10%
42	COCCN(C(=O)COC(=O)CCC(=O)c1cccs1)c1c(N)n(Cc2ccccc2)c(=O)[nH]c1=O	8%	-5%	6%	-3%	-1	-17%	2%	-1%	-2%
43	Cc1cccc(OCC(=O)N2CCN(c3nnc(-c4ccccc4)c4ccccc34)CC2)c1	1%	-2%	0%	-4%	0	-12%	-18%	-2%	1%
44	COC(=O)c1ccc(/C=N/NC(=S)NCCN2CCOCC2)cc1	-3%	20%	-2%	-1%	-3	-4%	1%	-2%[57.1 µM]	-4%[57.1 µM]
45	CCOC(=O)C1CCN(C(=O)COC(=O)c2cc(-c3cccs3)nn2-c2ccccc2)CC1	4%	2%	0%	-1%	0	-1%	0%	-4%[57.1 µM]	24%
46	CCC(C)(C)NC(=O)CN(C(=O)c1snc(C(N)=O)c1N)c1ccc2nc(C)sc2c1	-3%	15%	7%	-3%	1	-1%	-9%	-1%	3%
47	COc1cccc(/C=C(/C#N)c2ccc(F)cc2)c1OCc1cccc(C(=O)O)c1	6%	-10%	-1%	1%	2	0%	-15%	-9%	-11%
48	COc1ccccc1N(C)S(=O)(=O)c1ccc(C(=O)NCC(c2ccco2)N2CCCCC2)cc1 (stereo not drawn)	2%	20%	4%	-3%	-3	-15%	1%	3%	12%
49	Cc1cccc(OCCSc2nc3ccc(NC(=O)COc4ccccc4F)cc3s2)c1	1%	-11%	1%	-2%	-7	-2%	2%	-2%	15%
50	CCc1nnc(NC(=O)C(C)Sc2ccccc2)s1 (stereo not drawn)	9%	-25%	8%	-4%	-3	-15%	1%	1%[57.1 µM]	22%[57.1 µM]
51	Cc1cccc(OCc2nnc(SCC(=O)NCC3CCCO3)n2C)c1 (stereo not drawn)	6%	26%	5%	-2%	-9	-21%	-1%	3%	20%[0.457 µM]

Compound activity from PubChem BioAssay.

A portion of the library; the hit share may differ from the screen's.
